From PubChem
NS3 helicase inh = inhibitors of HCV NS3 helicase, primary screen, biochemical, Cy5 molecular beacon fluorescence; Hepatitis C virus NS3 helicase; NS3 helicase DNA unwinding; inhibition, % at 10.9 µM; 0.56% of 290,000 active; AID 1800, 2009;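 active means inhibition above the mean of all tested compounds plus 3 SD, set per campaign, cut at about 35% in these data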;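 further: 0% = DMSO wells and 100% = thioflavine S control wells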
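Assay system – hepatitis C virus NS3 helicase domain fragment enzyme · Buffer or medium – MOPS pH 6.5, MgCl2, DTT, Tween20, BSA · Reagent – Cy5/quencher beacon DNA duplex and ATP to start · Compound – single 10.9 µM dose · Timing – 1 h at 25 °C · Technique – Cy5 beacon fluorescence read at start and 1 h · Measure – % inhibition of unwinding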
SUMO HTRF inh = inhibitors of in vitro SUMOylation cascade, primary screen, biochemical, HTRF, uHTS | SUMO-conjugating enzyme UBC9 (Homo sapiens), P63279 | HTRF SUMOylation assay, SAE1/SAE2 + UBC9 | inhibition, % at 35 µM | 0.36% of 290,000 active | AID 2006, 2009; in the data active means inhibition above about 50%, passing the limit was not always enough; further: strong numbers were not always called active
Target sequence (P63279 whole entry, looked up): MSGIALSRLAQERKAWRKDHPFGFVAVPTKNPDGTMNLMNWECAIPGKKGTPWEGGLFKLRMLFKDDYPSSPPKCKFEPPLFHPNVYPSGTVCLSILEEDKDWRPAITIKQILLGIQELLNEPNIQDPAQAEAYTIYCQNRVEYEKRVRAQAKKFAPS
VIM-2 inh = VIM-2 metallo-beta-lactamase inhibitors, primary screen, biochemical, epi-absorbance readout, Pseudomonas aeruginosa enzyme. purified VIM-2, nitrocefin hydrolysis, epi-absorbance fluorescence. inhibition, % at 5.6 µM. 0.89% of 290,000 active. AID 1527, 2009;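 active means inhibition above the mean of all tested compounds plus 3 SD, cutoff set per screening run, cut at about 7.5% in these data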;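 further: red hydrolysis product quenches plate fluorescence so inhibitors raise well fluorescence; 0% = enzyme with DMSO and 100% = DMSO without enzyme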
IDE cell activ = human IDE activators in live cells, primary screen, fluorescence polarization, HEK cells, FAbeta-B substrate. activation, % at 5.96 µM. 0.073% of 340,000 active. Insulin-degrading enzyme (Homo sapiens), P14735. FAbeta-B cleavage; 0% vehicle, 100% cell-free pure enzyme wells. AID 493087, 2011;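 active means activation above the mean of all tested compounds plus 3 SD, set per screening campaign, cut at about 17% in these data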
IMP-1 inh = IMP-1 metallo-beta-lactamase inhibitors, primary screen, biochemical, epi-absorbance readout, Pseudomonas aeruginosa enzyme; metallo-beta-lactamase IMP-1 (Pseudomonas aeruginosa); purified IMP-1, nitrocefin hydrolysis, epi-absorbance fluorescence; inhibition, % at 5.6 µM; 0.45% of 290,000 active; AID 1556, 2009;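 active means inhibition above the mean plus 3 SD of all compounds in the same screening run, cut at about 4.5% in these data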;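 further: 0% = IMP-1 with DMSO and 100% = DMSO wells lacking enzyme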
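System: purified IMP-1; amount: IMP-1 0.2 nM before substrate addition; compound: single dose, 5.6 µM; times: 25 °C, 15 min preincubation, 25 min reaction; signal: Epi-absorbance via hydrolysed-nitrocefin quenching of white-plate fluorescence, 480/530 nm, EDTA stop; benchmarks: DMSO with and without IMP-1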
GalR3 antagonist = GalR3 antagonists in HEK293 cells, primary screen, cell-based, fluorescence readout. Galanin receptor type 3 (Homo sapiens), O60755. HEK293 GalR3-CNG cAMP membrane potential fluorescence; galR3 body fused to GalR1 C-terminus. inhibition, % at 3 µM. 0.44% of 360,000 active. AID 651719, 2012;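 active means inhibition above the screen-wide average plus 3 SD, cut at about 13% in these data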;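 further: forskolin and galanin both at EC90 stimulate the cells; cAMP rise reported by CNG channel membrane potential dye signal; 0% = forskolin plus galanin with DMSO and 100% = forskolin alone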
Target sequence (O60755 1-299 limits assumed): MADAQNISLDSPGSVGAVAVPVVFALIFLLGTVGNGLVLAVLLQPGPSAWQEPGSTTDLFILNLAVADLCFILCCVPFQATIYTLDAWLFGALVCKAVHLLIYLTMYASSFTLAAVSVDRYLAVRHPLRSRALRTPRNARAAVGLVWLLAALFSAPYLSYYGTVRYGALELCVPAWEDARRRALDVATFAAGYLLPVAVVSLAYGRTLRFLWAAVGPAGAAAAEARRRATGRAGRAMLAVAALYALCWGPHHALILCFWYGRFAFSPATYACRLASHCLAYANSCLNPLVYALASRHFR
pCIP destab = p/CIP-EGFP fusion destabilizers, primary screen, fluorescence, F442A cells; 16 h; AID 1984, 2009; decrease of EGFP signal, % at 10 µM; Q05BA5; 0.01% of 290,000 active;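 active means EGFP signal decrease of at least 30% at 10 µM or well 3 SD below plate mean, unless failing retest; inactive means the rest, including hits failing retest or dose response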; further: some compounds called inactive have numbers as strong as hits; many of its hits are not listed in these tables
CRFR2-BP antag = antagonists of CRF-BP/CRF-R2 complex, primary screen, cell-based, HEK293, calcium dye fluorescence, uHTS. CRF-induced calcium fluorescence. inhibition, % at 11.8 µM. 0.59% of 350,000 active. AID 588475, 2011;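 active means inhibition of the ligand-induced calcium signal above about 50% at the single tested concentration, limit read from the data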
IDE cell inh = human IDE inhibitors in live cells, primary screen, fluorescence polarization, HEK cells, FAbetaB substrate; Insulin-degrading enzyme (Homo sapiens), P14735; FAbetaB cleavage; inhibition, % at 5.59 µM; 0.41% of 320,000 active; AID 434962, 2010;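 active means percent inhibition above the average of all tested compounds plus 3 SD, set per screening campaign, cut at about 16% in these data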;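 further: IDE supplied by intact live HEK cells; FP after avidin binding of uncleaved biotin substrate so inhibition keeps polarization high; 0% = DMSO wells and 100% = 60 µM reference IDE inhibitor Ii1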
An asterisk follows results filed as active; nt = not tested or not shown; & = joins results of further samples.

The opening 3 records (preview)
SMILES | NS3 helicase inh | SUMO HTRF inh | VIM-2 inh | IDE cell activ | IMP-1 inh | GalR3 antagonist | pCIP destab | CRFR2-BP antag | IDE cell inh
COc1ccc(NC(=O)CCC(=O)N/N=C/c2cccnc2)cc1 | 2 | 14 | -1.8 | 8 | -1.2 | -4 | -9 | -6 | -8
CC(Oc1ccc(Br)cc1)C(=O)NC1CCN(Cc2ccccc2)CC1 (stereo not drawn) | nt | nt | nt | 4 | nt | -3 | nt | 4 | 6
Cc1cccc(CS(=O)(=O)c2ncc(Cl)c(C(=O)Nc3c(C)cccc3C)n2)c1 | 17 | 16 | -2.3 | -3 | 1.2 | -5 | -19 | -12 | 13

This part in full (from the top)
SMILES | NS3 helicase inh | SUMO HTRF inh | VIM-2 inh | IDE cell activ | IMP-1 inh | GalR3 antagonist | pCIP destab | CRFR2-BP antag | IDE cell inh
COc1ccc(NC(=O)CCC(=O)N/N=C/c2cccnc2)cc1 | 2 | 14 | -1.8 | 8 | -1.2 | -4 | -9 | -6 | -8
CC(Oc1ccc(Br)cc1)C(=O)NC1CCN(Cc2ccccc2)CC1 (stereo not drawn) | nt | nt | nt | 4 | nt | -3 | nt | 4 | 6
Cc1cccc(CS(=O)(=O)c2ncc(Cl)c(C(=O)Nc3c(C)cccc3C)n2)c1 | 17 | 16 | -2.3 | -3 | 1.2 | -5 | -19 | -12 | 13
CC(Nc1cc(N2CCNCC2)ccc1[N+](=O)[O-])c1ccccc1 (stereo not drawn) | -35 | 4 | 0.0 | 2 | -4.4 | -10 | -20 | -16 | -3
CCCCN(C)S(=O)(=O)c1ccc(C(=O)N(CCN(C)C)c2nc3ccc(C)cc3s2)cc1 | -16 | -11 | 0.4 | 3 | -1.4 | -8 | 5 | -14 | 0
CCOc1ccc(CN(C)C(=O)[C@H](C)NC(=O)c2ccco2)cc1OC | 8 | 11 | -1.4 | 0 | -1.1 | -6 | 5 | -1 | 1
COc1ccc(C2=NOC(Cn3nc(-c4ccccc4)cc3C(=O)NCc3ccccc3OC)C2)cc1 (stereo not drawn) | nt | nt | nt | 4 | nt | 0 | nt | 8 | -1
COc1cc(/C=N/NC(=O)c2ccncc2)ccc1O | 6&-3 | 2 | -0.9&-0.5 | 9&7 | -2.1&-0.9 | -1 | 1 | -10&2 | -3&2
Cc1cc(C)c(C(=O)CSc2nc3ccccc3c(=O)[nH]2)cc1C | 3 | 6 | -1.0 | 7 | -1.9 | -7 | -7 | 13 | 1
COc1ccc(NS(=O)(=O)c2cccc(C(=O)NCC(c3ccco3)N3CCCC3)c2)cc1 (stereo not drawn) | nt | nt | nt | 1 | nt | -3 | nt | -13 | 2
COC(=O)c1nc(NC(=O)c2ccc(F)cc2)n[nH]1 | 0 | 12 | 0.2 | 4 | -1.8 | 3 | 2 | 20 | nt
O=C(NCC(=O)N(c1cccnc1)C(C(=O)NC1CCCCC1)c1cccnc1)c1ccco1 (stereo not drawn) | -1 | -14 | -2.4 | 2 | -4.9 | -4 | -7 | -9 | 5
COc1cc(C(=O)NCC2CCCO2)ccc1OCc1ccccc1 (stereo not drawn) | -2 | -3 | -0.1 | 1 | -1.1 | 1 | -3 | -9 | -3
COc1cccc(N2C(=O)CC(N3CCC(c4nc5ccccc5[nH]4)CC3)C2=O)c1 (stereo not drawn) | 6 | -12 | -4.0 | 5 | -0.5 | 0 | 7 | 9 | -5
CCCC(=O)Nc1ccc(Cl)c(NC(=O)c2ccc(Br)o2)c1 | -4 | -3 | -2.5 | 5 | -1.6 | -3 | -7 | -17 | 0
O=C(NCCCl)NNC(=O)c1cc2ccccc2cc1O | -4 | 27 | -3.4 | -1 | -2.4 | -4 | -14 | 2 | 3
CCOc1ccc(C(=O)c2nc3c(n2O)CCCCC3)cc1 | -3 | 2 | 0.2 | 4 | -0.9 | 0 | 1 | -2 | -2
Cc1nnc(SC(C)C(=O)Nc2ccc3c(c2)OCCO3)s1 (stereo not drawn) | 4 | 4 | -4.1 | 2 | -4.9 | -6 | -3 | -6 | -4
COc1cccc(-c2cc(C(=O)N3CCN(c4ncccn4)CC3)c3ccccc3n2)c1 | 7 | 6 | -2.3 | 1 | -1.3 | -2 | 4 | 19 | -1
O=C(NCc1ccccc1)c1cccc(S(=O)(=O)N2CCCCC2)c1 | -2 | 7 | -1.2 | 1 | -1.9 | -2 | -3 | 9 | 2
C/C(=C\C(=O)c1ccc(Cl)cc1Cl)N(C)C | 8 | 1 | -0.2 | 7 | -2.8 | -8 | 9 | 0 | 2
COC(C[C@H]1O[C@@H]1[C@H](O)[C@H](C)OCc1ccccc1)OC | nt | nt | nt | -3 | nt | 2 | nt | -1 | 2
Cc1cccc(-c2nnc3sc(-c4ccccc4)nn23)c1 | -3 | 27 | -0.5 | 4 | -1.0 | -5 | -3 | -2 | -4
O=C1CCC(=O)N1CC1CC2CCC1C2 (stereo not drawn) | -5 | 5 | -1.5 | -1 | -2.8 | -10 | -8 | 5 | -4
C[C@@H](NC(=O)Cn1ccc(N)nc1=O)c1cccc2ccccc12 | nt | nt | nt | 9 | nt | -2 | nt | 6 | -2
COc1ccc(NC(=O)N2CCCc3cccc(C)c32)cc1 | 3 | 7 | -0.6 | 0 | 2.0 | -6 | 8 | 16 | -8
CCOc1ccc2nc(SCC(=O)Nc3ccc(S(=O)(=O)N4CCCC4)cc3)c(C)cc2c1 | 3 | -2 | -3.2 | -3 | -4.0 | -6 | -9 | 0 | 5
CCCCN(C)CCNC(=O)c1c[nH]c2ccc(S(=O)(=O)N(CC)CC)cc2c1=O | 1 | 16 | -3.1 | 0 | -3.6 | -4 | -9 | 21 | 3
Cc1ccc(NC(=O)C2(c3ccccc3)CCOCC2)c([N+](=O)[O-])c1 | 2 | -13 | -1.7 | -1 | -2.1 | -1 | -3 | -9 | 2
COC(=O)Nc1ccc(S(=O)(=O)N2CCC(C(=O)NC3CCCCC3)CC2)cc1 | 4 | 19 | -4.7 | 4 | -4.2 | -3 | -8 | -14 | -6
Cc1cc(NC(=O)CCC(=O)N(c2cccc(F)c2)C(C(=O)NC2CCCC2)c2ccncc2)no1 (stereo not drawn) | -1 | 11 | -3.2 | -1 | -2.4 | -1 | 2 | 7 | 2
CC(=O)Nc1ccccc1OCCOc1ccc(Br)cc1 | -4 | 18 | -0.6 | -1 | -2.8 | -1 | -9 | -5 | 3
COc1ccccc1/C=C\C(=O)NCC(=O)N/N=C(\C)Cc1ccccc1 | 6 | 11 | -4.1 | -2 | -2.5 | 4 | -5 | -3 | 6
CCOc1ccc(CC(=O)N/N=C(\C)c2cccnc2)cc1 | 4 | -5 | -4.1 | 2 | -4.1 | -1 | -13 | 7 | nt
Cn1c(SCC(=O)N2CCOCC2)nc2sc3c(c2c1=O)CCCC3 | 10 | 8 | 5.5 | -10 | -2.6 | 0 | 1 | -4 | 10
CC(=O)c1ccc(NC(=O)CN2CCC(C(=O)c3ccc4c(c3)OCCO4)CC2)cc1 | -3 | -3 | -1.6 | 1 | -2.9 | -5 | -1 | 9 | 0
CCOc1ccccc1NC(=O)CSc1nnc(CNC(=O)c2cccs2)o1 | 2 | -1 | 0.0 | 8 | -1.2 | -2 | -3 | -12 | 3
COC(=O)c1sc(C(F)(F)F)c(-c2ccccc2)c1S(=O)(=O)N1CCCC1 | 2 | -2 | -2.8 | -5 | -3.8 | -3 | -7 | 2 | 1
Cc1ccc(NC(=O)CN2C(=O)S/C(=C\C(=O)Nc3ccc(Cl)cc3)C2=O)cc1 | 41* | 12 | -2.3 | 1 | -2.1 | -3 | -9 | 35 | 6
Cc1ccc(S(=O)(=O)NCCN2CCNC2=O)cc1 | -4 | 8 | -2.1 | 1 | -3.4 | 4 | -1 | -5 | 4
O=C(COC(=O)c1cncc(Br)c1)Nc1nc(-c2ccc(F)cc2)cs1 | -6 | 10 | -1.7 | -3 | -1.7 | 1 | -1 | 21 | 5
CN(C)S(=O)(=O)c1cccc(NC(=S)Nc2ccc3cn[nH]c3c2)c1 | 4 | 25 | 2.1 | -1 | 0.1 | -4 | -6 | -7 | 6
Cc1cccc2sc(NC(=O)[C@@H]3CCCN3C(=O)c3cccs3)nc12 | -19 | 16 | -3.4 | 2 | -3.5 | -3 | 0 | 42 | 1
CCn1c(SCC(=O)N2CCC(C)CC2)nc2c(c1=O)SCC2 | 2 | 11 | -2.1 | 4 | -1.6 | -3 | -5 | 3 | 3
COc1ccc(CC(=O)Nc2ccccc2N2CCOCC2)cc1OC | -5 | 10 | -1.3 | 0 | -3.9 | -3 | 7 | 6 | -1

Entries of single compounds as entered above. Order of screens: NS3 helicase inh	SUMO HTRF inh	VIM-2 inh	IDE cell activ	IMP-1 inh	GalR3 antagonist	pCIP destab	CRFR2-BP antag	IDE cell inh
Shown for Cc1cc(NC(=O)CCC(=O)N(c2cccc(F)c2)C(C(=O)NC2CCCC2)c2ccncc2)no1 (stereo not drawn) = -1	11	-3.2	-1	-2.4	-1	2	7	2
Shown for COC(=O)c1sc(C(F)(F)F)c(-c2ccccc2)c1S(=O)(=O)N1CCCC1 = 2	-2	-2.8	-5	-3.8	-3	-7	2	1

Next part.
SMILES | NS3 helicase inh | SUMO HTRF inh | VIM-2 inh | IDE cell activ | IMP-1 inh | GalR3 antagonist | pCIP destab | CRFR2-BP antag | IDE cell inh
NC(=O)Cc1ccc(C(=O)c2ccc(F)cc2)s1 | -5 | 4 | -3.1 | 6 | -4.3 | -3 | -8 | 22 | -1
Cc1c(-c2ccc(Br)cc2)[n+](=O)c2c(n1[O-])CCCCC2 | -6 | 7 | -0.5 | nt | -1.1 | 0 | -14 | 14 | -2
Cc1cccc(N2C(=O)N3[C@H](c4ccc(Cl)cc4)[C@@H]4C(=O)N(C5CCCCC5)C(=O)[C@@H]4[C@]3(Cc3ccc(Cl)cc3)C2=O)c1 | 7 | -5 | 0.5 | -6 | 2.4 | nt | -19 | -13 | 1
CN(C)c1ccc(-c2nnn(CC(=O)Nc3ccccc3N3CCOCC3)n2)cc1 | 0 | 20 | -0.7 | 2 | -1.0 | 5 | -11 | 0 | -1
COc1cccc(NC(=O)CSc2c3c(nc4ccccc24)CCCC3)c1 | -7 | 7 | -3.3 | -3 | -0.8 | 0 | -2 | -3 | 5
